# SKKanGAS inh – SKKanGAS growth inhibition; S. pyogenes SKKanGAS, kanamycin growth, BacTiter-Glo, 6 h; inhibition, % at 7.5 µM; 300,000 tested, 1.3% active; AID 1662;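 active = mean replicate score, as percent of positive control median, at least 50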;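 note: strain carries kanamycin resistance gene driven by streptokinase promoter and grows in 40 µg/ml kanamycin; loss of luminescence reflects streptokinase promoter inhibition or plain growth inhibition; 0% = median of DMSO wells and 100% = positive control at its reference dose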
# KLF5 inhibitor – suppresses KLF5 promoter-driven expression. DLD-1 KLF5 promoter-luciferase reporter, luminescence. inhibition, % at 5 µM. 290,000 tested, 0.23% active;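 active = inhibition above a per-plate limit of that plate's mean compound inhibition plus 3 SD, cut at about 60% in these data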;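 note: 0% = DMSO wells and 100% = LY294002 at 200 µM; higher means less KLF5 promoter-driven luciferase light; inactives centre near -14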
# HSF1 inh – HSF1 inhibition; activity change, negative = inhibition, % at 7.5 µM (by protocol); AID 2098; NIH3T3-HGL HSE-luciferase, MG132-induced, luminescence 8 h; active compounds read low; 300,000 tested, 0.77% active;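 active = more than half of replicate wells show activity change below -50%, luminescence cut by over half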;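 note: luciferase reports HSF-1 transcriptional activity via heat shock element; 0% = median of DMSO wells and -100% = zero luminescence signal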
# IEC-6 tox – IEC-6 cytotoxicity, counter-screen for KLF5 inhibitors; 290,000 tested, 0.78% active; AID 1825; luminescence viability; inhibition, % at 5 µM; in the data active = inhibition above about 22%;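 note: 0% = plate median of test compound wells and 100% = cytotoxic reference compound wells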
# HSP90 inh – blocks HSP90-mediated luciferase refolding in reticulocyte lysate; Rabbit reticulocyte lysate, luciferase refolding luminescence, 3 h; inhibition, % at 5.6 µM; 290,000 tested, 0.91% active; AID 1789;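 active = inhibition above the screen-wide mean plus 3 SD, computed separately per campaign, cut at about 16% in these data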;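 note: 0% = DMSO wells and 100% = 60 µM geldanamycin wells; inhibitors lower the luminescence because luciferase stays unfolded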
# HSF1 activator – increases HSF-1 driven luciferase reporter signal; 300,000 tested, 1.7% active; activation, % at 9 µM; NIH3T3-HGL HSF-1 luciferase reporter, MG132, 8 h; 100% = twice DMSO control signal;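 active = mean replicate activation of at least 50% with a set share of replicates each reaching 50%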;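 note: 0% = median of the neutral control wells and 100% = twice that signal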
# HIF activator – HIF pathway transcriptional activation; U2OS HRE-luciferase reporter, luminescence; normalized: DMSO 0%, desferrioxamine 100%; activation, % at 7.5 µM (by protocol); 300,000 tested, 0.32% active; AID 1910;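 active = mean activation of at least 10% of the iron chelator positive control signal, with at least half of replicates also reaching 10%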
# AI-2 QS modul – modulators of Vibrio harveyi AI-2 quorum sensing system; Vibrio harveyi JMH597 AI-2 luminescence/OD600 ratio, 9 h; active compounds read low; strain lacks LuxN and CqsS sensors; 0 = neutral-control median; activity change, % at 7.5 µM; 300,000 tested, 0.4% active; AID 2094; in the data active = activity change below about -75%, passing the limit was not always enough;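 note: luminescence divided by OD600 gain over 9 h not by final OD600 alone; inactives centre near 13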
# Platelet DG rel – modulates dense granule release in human platelets; 300,000 tested, 0.22% active; inhibition, %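 (compounds screened at 7.5 µM in platelet-rich plasma)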; human platelet-rich plasma, SFLLRN dense granule ATP release, luminescence;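 active = mean replicate score, as percent of positive control, at or above 50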
# aSyn 5UTR inh – 5' untranslated region of α-synuclein, MLPCN primary screen | AID 1813 | alpha-synuclein 5'UTR reporter, inhibitor activity | inhibition, % (tested at 7.5 µM) | 300,000 tested, 0.82% active; in the data active = inhibition above about 60%;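 note: H4 neuroglioblastoma cells stably carrying SNCA 5'UTR luciferase fusion; 0% = DMSO wells and 100% = positive control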
# Starred values were filed as active, the others as inactive; / = not tested or not shown.
SMILES	HSF1 activator	HSF1 inh	HIF activator	HSP90 inh	Platelet DG rel	IEC-6 tox	KLF5 inhibitor	AI-2 QS modul	aSyn 5UTR inh	SKKanGAS inh
O=C(NCc1ccco1)c1ccc2c(c1)C(=O)N(C1CCCCC1)C2=O	-15	-3	-0.5	1	1	1	-26	16	19	4
CN1C2C=C3C(C#N)=C(N)C(C#N)(C#N)C(c4ccc(Br)cc4)C3C1CC2 (configuration not stated)	0	3	-0.6	4	12	2	7	11	-19	-2
Cc1cc(NC(=O)c2n[nH]c(=O)c3ccccc23)ccc1Br	34	4	1.2	-1	-2	4	4	-8	-56	-19
Cc1cc(C(F)F)n2nc(C(=O)Nc3cc(C)on3)nc2n1	-14	4	-0.2	-1	18	-6	-31	22	-9	-1
O=C(CSc1ncc(-c2ccccc2)[nH]1)Nc1cccc(O)c1	21	-1	0.5	2	0	4	-28	12	-12	4
O=C(COC(=O)/C=C/c1ccc(F)cc1)Nc1ccc(Cl)cn1	-2	1	-0.7	3	-2	-1	-4	-9	-39	-8
COc1ccc(S(=O)(=O)N(C)CC(=O)N2CCN(c3ccccc3)CC2)cc1	46	17	-0.2	1	-21	1	-36	22	8	-9
CS(=O)(=O)N(Cc1ccccc1)c1ccc(C(=O)Nc2cccnc2)cc1	-1	0	0.0	2	-2	1	-42	1	5	0
CCN(Cc1ccccc1)S(=O)(=O)c1cc(C(=O)NCCCN(C)C)ccc1OC	14	-9	0.4	-4	4	-4	-41	1	7	2
CCOc1ccc(NS(=O)(=O)c2cc(C(=O)N3CCCC3)ccc2Cl)cc1	3	-3	0.0	/	3	/	/	0	4	-6
COc1ccc(CCNC(=O)CSc2nc(O)c(C(C)C)c(=O)[nH]2)cc1OC	-11	-7	0.6	-1	7	3	8	16	21	5
COc1ccccc1C(=O)Nc1nc(-c2cccs2)c(NC(C)=O)s1	26	15	5.0	-4	1	3	-43	16	-128	-8
Cc1sc2nc(SCC(=O)N(CCO)CCO)n(C3CCCCC3)c(=O)c2c1C	-1	3	-0.2	-3	-25	-2	8	-3	31	-1
COc1ccc(CCNC2=C(Cl)C(=O)N(Cc3ccccc3)C2=O)cc1OC	19	2	0.0	1	3	1	-4	-1	25	5
CN(C)S(=O)(=O)c1cccc(NC(=O)COC(=O)c2cn(-c3ccccc3)nc2-c2ccccc2)c1	-12	-4	-0.2	3	-23	8	16	19	17	5
CCN1CCN(CCCNC(=O)Cn2nc(C)n3nc(-c4ccccc4)cc3c2=O)CC1	13	-1	0.1	-4	4	0	-27	8	-19	-1
COc1ccc(/C=N/Nc2nc(N3CCCCC3)nc(N3CCCCC3)n2)cc1[N+](=O)[O-]	-7	-6	0.9	2	-5	-6	15	4	0	0
Cc1ccc(NCc2nnc(SCC(=O)Nc3ncc(C)s3)n2CC2CCCO2)c(C)c1 (configuration not stated)	6	-2	0.2	-1	4	2	-30	29	13	6
O=C(CNC(=O)c1nc[nH]c1C(=O)N1CCNCC1)OCc1ccccc1	-12	-4	-0.3	/	0	/	/	4	3	-1
CC(=O)c1ccc(S(=O)(=O)Nc2cccc(-c3cn4c(n3)SCC4)c2)cc1	17	-3	0.0	-1	1	3	-16	16	1	-7
CCN(CC)S(=O)(=O)c1ccc(N2CCOCC2)c(NC(=O)C2=COCCO2)c1	5	-4	0.1	-1	5	4	-2	9	-11	1
COc1ccc(CCN(C)C(=O)c2cnc(C)cn2)cc1OC	-18	-12	-1.0	-4	-11	4	-12	30	-1	5
CCC1(c2ccccc2)NC(=O)N(CC(=O)NCc2ccccc2OC)C1=O (configuration not stated)	107*	60	0.4	6	-15	-1	4	5	7	3
Cc1ccc(-n2c(C)cc(C(=O)CN3CCOCC3)c2C)cc1C	-9	-5	0.2	0	0	-4	13	26	-43	10
COc1ccc(-c2noc(N3CCC(C(=O)NC(C)c4ccccc4)CC3)n2)cc1 (configuration not stated)	-18	-2	0.0	4	-3	2	-4	22	-13	-3
COc1ccc(CCNC(=O)CN2C(=O)COc3ccc(S(=O)(=O)N4CCCC4)cc32)c(OC)c1	-2	2	0.6	-3	3	-1	18	/	-12	-4
COc1cccc(-c2nc(CS(=O)(=O)CC(=O)NCc3ccccc3OC)c(C)o2)c1	-43	-25	0.0	-1	3	-5	-28	18	4	-5
COc1ccc(Cn2nnnc2C(c2ccccc2Cl)N2CCN(C3CCCC3)CC2)cc1 (configuration not stated)	-3	7	0.0	-1	2	-1	-2	19	-17	1
Cc1nc2nc(-c3ccc(Cl)cc3)[nH]n2c(=O)c1Cc1ccccc1	6	11	1.2	-4	3	-5	-6	-3	-50	12
O=c1c(C=NCc2ccccc2)c(NCc2ccccc2)nc2ccccn12	10	16	2.1	1	-3	10	-17	3	-66	-4
CCOc1ccc(CCNC(=O)COC(=O)c2cc(OC)c(OC)cc2[N+](=O)[O-])cc1OCC	-3	-4	-0.1	/	-1	/	/	6	17	-1
CC1CCN(C(=S)c2ccccc2O)CC1	-3	0	-0.8	0	-4	4	-16	44	4	-3
NC(=O)COC(=O)c1ccc(S(=O)(=O)N2CCCCCC2)cc1	3	0	-0.3	-2	-24	3	-21	16	4	-4
CSc1cccc(N2CC(C(=O)Nc3cccc(S(=O)(=O)N4CCCC4)c3)CC2=O)c1 (configuration not stated)	-1	-12	1.0	/	1	/	/	-3	42	10
COc1ccc(N(C(=O)c2snc(C(N)=O)c2N)C(C(=O)NCC2CCCO2)c2ccc(C)o2)cc1OC (configuration not stated)	4	3	-0.1	1	3	-2	-12	2	-22	-2
C=C(C)COc1ccc(-c2[nH]ncc2Oc2ccccc2OCC)c(O)c1	28	0	0.2	1	0	-1	-41	21	16	77*
CCC1Oc2ccc(C)cc2N(CC(=O)NCc2ccco2)C1=O (configuration not stated)	4	-10	-0.4	-2	0	-1	-26	-9	-17	-1
CSc1ccccc1NC(=O)c1cc(-c2ccco2)on1	-14	13	0.6	4	-18	7	-31	-2	-61	1
Cc1ccc(NC(=S)N2CCn3cccc3C2c2cccnc2)cc1 (configuration not stated)	2	5	1.3	-3	-14	-4	-8	-3	-93	5
CC1(c2ccc3noc(-c4ccc(F)cc4)c3c2)OCCO1	11	1	0.1	1	3	0	-24	-12	-17	2
Cc1nnc(SCC(=O)NC2CCCc3c2cnn3-c2ccc(F)cc2F)o1 (configuration not stated)	2	-1	0.1	-2	-2	4	-26	18	-2	3
COc1ccc(C(NC(=O)C(C)C)c2c(O)ccc3ccccc23)cc1 (configuration not stated)	18	-1	0.0	-3	-7	-6	5	27	-11	-11
CC(=O)Nc1ccc(S(=O)(=O)NCCC(=O)OCCN2C(=O)c3ccccc3C2=O)cc1	/	/	/	0	-8	-5	-20	18	/	5
CCOC(=O)N1CCN(C(=O)c2ccc3c(Cl)c4c(nc3c2)CCCC4)CC1	26	8	4.7	1	-1	1	6	2	-29	-4
Cn1nnnc1-c1cc(Cl)cc(Cl)c1	-6	-10	0.0	-3	-3	-1	-24	34	9	4
Cc1c(Cl)cccc1NC(=S)NC(=O)c1cncc(Br)c1	-2	1	0.6	/	-7	/	/	34	-4	12
O=C(NCCc1ccccc1)C1CCN(S(=O)(=O)c2cccc3nonc23)CC1	-16	-4	-0.2	2	3	-2	-18	20	25	-2
COC(=O)c1c(N)c(C#N)c2n1CCCCC2	-6	-7	-0.2	1	9	21	-5	12	22	7
N#C/C=C1/NC(=O)c2ccccc2S1	-4	-13	-0.1	-1	-6	-6	34	9	2	20
O=CC1=C(N2CCOCC2)/C(=C\c2ccccc2)CC1	14	0	0.0	-3	-28	-1	22	9	-7	3
O=C(COc1ccccc1)N1CCN(c2ccccc2)CC1	10	-7	-0.6	4	-14	2	-9	23	-12	-14
CC(NCc1cccs1)C(=O)Nc1cc(Cl)cc(Cl)c1 (configuration not stated)	8	-3	-0.3	3	-10	-4	-1	/	-10	-11
CN1CCN(c2ccc(S(=O)(=O)N3CCCCC3)cc2NC(=O)c2ccc3ccccc3c2)CC1	10	-4	-0.3	-5	18	3	4	11	20	6
COc1ccc(-c2cc(C(F)(F)F)n3ncc(C(=O)NCc4ccco4)c3n2)cc1	1	-2	-0.4	1	1	-5	-7	37	-8	8
Cc1ccc([N+](=O)[O-])cc1NC(=O)CN(C)CCOc1ccccc1	19	7	-0.5	-2	-2	3	-12	9	5	-3
O=C(OCn1nnc2ccccc2c1=O)C1CCCCC1	-7	0	-0.3	-2	-1	-9	-11	14	14	-1

# The results go on.
SMILES	HSF1 activator	HSF1 inh	HIF activator	HSP90 inh	Platelet DG rel	IEC-6 tox	KLF5 inhibitor	AI-2 QS modul	aSyn 5UTR inh	SKKanGAS inh
Cc1ccc(CN(C(=O)c2csnn2)C(C(=O)NC2CCCC2)c2cccnc2)cc1 (configuration not stated)	-4	-4	-0.3	-1	-49	-8	1	-5	-2	0
CCC(C)n1c(-c2cc(OC)c(OC)c(OC)c2)nc2nc3ccccc3nc21 (configuration not stated)	9	5	-0.1	3	-4	4	-15	2	25	15
CCCn1ncc(CN2CCC(n3nccc3NC(=O)c3ccccc3OC)CC2)c1C	-3	2	0.1	-3	-12	7	-14	21	31	-3
O=C1NC(c2ccccc2)C(C(=O)c2cccs2)=C1O (configuration not stated)	13	3	0.8	-4	-4	-14	-45	33	-10	-1
CCN(CC(=O)NC1CCS(=O)(=O)C1)C(=O)/C=C/c1cccs1 (configuration not stated)	2	1	-0.9	-2	-3	-2	-38	8	2	12
CC1=NN(C(=O)c2ccc(C)cc2)C(O)(C(F)(F)OC(F)(F)F)C1 (configuration not stated)	-1	3	-0.1	-3	7	4	-70	1	-3	-2
O=C(NCc1ccco1)c1sc2cccc(F)c2c1Cl	28	29	2.2	-3	5	3	-16	27	-99	-5
Cc1ccc(OCC(=O)Nc2ccc3c(c2)C(=O)NC3=O)c(C)c1	11	-2	0.0	-1	-4	5	-42	19	-1	9
O=C(CCSCc1ccccc1Cl)NCc1ccco1	7	5	0.1	4	15	0	-25	13	-4	-7
COc1ccc(CC(=O)Nc2ccc3c(c2)CCC3)cc1OC	-4	-1	0.1	10	1	2	-19	5	7	-4
COc1ccc2nc(NC(=O)c3cc(S(=O)(=O)N4CCOCC4)ccc3C)sc2c1	5	2	0.3	4	1	4	-11	7	-6	2
Cc1ccc(-c2cc3nc(-c4ccccc4)cc(N4CCC5(CC4)OCCO5)n3n2)cc1	4	-1	-0.2	-2	6	-2	-7	18	5	14
O=C(Nc1ccccc1C(=O)Nc1ccccc1)c1ccccc1F	41	15	-0.2	-1	-4	9	-38	-7	8	1
CNc1cc(N2CCCCCC2)ccc1[N+](=O)[O-]	2	3	0.3	3	1	8	-30	0	5	-2
CCOC(=O)c1c(CN2CCN(C)CC2)oc2ccc(O)cc12	-8	-7	-0.1	-1	7	5	-10	22	11	1
CN(C)C(=O)N1CCN(C(=O)c2ccco2)CC1	8	1	-0.1	-1	1	-9	-16	12	13	3

# Screening results: PubChem BioAssay, several laboratories
